GALK inh – qHTS Assay for Inhibitors of Human Galactokinase (GALK). 270,000 compounds, 0.007% hits. AID 1868, 2009. Purified GALK, Kinase-Glo residual ATP luminescence. Potency, µM (top dose mostly 57.5 µM), inactives show at the highest dose activity change, negative = inhibition, hits mostly inhibitors; note: potency is the fitted concentration of half-maximal effect; % is set by controls: 0 for no effect and ±100 for the full control effect
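Human GALK (5 nM) with 35 uM ATP and 100 uM galactose in 20 mM HEPES pH 8.0, 5 mM MgCl2, 60 mM NaCl, 1 mM DTT, 0.01% BSA. After 1 h at room temperature, leftover ATP was read by Kinase-Glo Plus luminescence.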
TCR activator – Activators of T cell receptors: qHTS campaign; primary human leukocytes, anti-CD3, IL-2 HTRF, 48 h; Potency, µM (titrated, usually from 9.22 µM), for inactives: at the top dose activation of IL-2 secretion, hits mostly activators; 330,000 tested, under 10 active; note: % of control where 0% means no effect
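TCR engagement came from a-CD3 beads alone, with compounds added to primary human leukocytes for 48 hr. Secreted IL-2 bridged europium cryptate- and d2-labelled anti-IL-2 antibodies, giving FRET emission at 665nm after 320nm excitation.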
Chronic BCR inh – qHTS Assay to Find Inhibitors of Chronic Active B-Cell Receptor Signaling. ABC-DLBCL IkBa-CBG/CBR reporter, luminescence ratio, 4 h. Potency, µM (top dose mostly 46.1 µM), for the others: top-dose ratio change, negative = lower green/red ratio, hits mostly inhibitors. 340,000 compounds, 0.05% hits; active = well fitted inhibition curve with a large enough effect in the signal ratio, with a control signal flat, not every such curve was filed as active; inconclusive = small, poorly fitted or top-dose-only effect, or effect the other way, or a change in a side signal; the % refers to the signal ratio;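 note: potency is the fitted concentration of half-maximal effect; plate controls were basal doxycycline-induced cells for no effect and cells given 10 µM MG132 for full effect; MG132 reads +100%, hits lower the ratio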
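Doxycycline induced both beetle luciferases in TMD8 lymphoma cells; IKK-driven degradation limits the IkappaBalpha-fused green signal, while red luminescence normalises for cell number and nonspecific effects. Compounds tested up to 46 uM, 4 hrs.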
A-T KAP1 phos – qHTS Assay for Identifying a Potential Treatment of Ataxia-Telangiectasia; […] A-T fibroblasts, KAP-1 phosphorylation AlphaLISA; neocarzinostatin DNA damage 30 min before lysis; Potency, µM (titrated, usually from 57.5 µM), without a hit: top-dose activation, usual class: activators; 320,000 compounds, 0.19% hits; note: potency is the fitted concentration of half-maximal effect; % of control where 0% means no effect; nearly all actives have a fitted effect of over 45% in size
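hTERT-immortalized A-T patient fibroblasts ([…]), 500 cells/well in OPTI-MEM, 1% FBS, got compounds for 60 min, then NCS for 30 min at 37C. Lysates were then assayed for phospho-KAP-1 by AlphaLISA (anti-pKAP1 donor, anti-KAP1 acceptor beads), 6 hr at 25C.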
TSHR antag – Antagonists of the Thyroid Stimulating Hormone Receptor: HTS campaign | 330,000 compounds, 0.2% hits | TSHR-expressing cells, TSH-stimulated cAMP HTRF, 2 h; stronger effect = lower value | activity change, negative = inhibition, % at 11.5 µM | Thyrotropin receptor (Homo sapiens), P16473;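 active = activity change below a set negative limit, meaning inhibition stronger than a set level, cut at about -70% in these data; inconclusive = activity change between two set negative limits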; note: % is set by controls: 0 for no effect and ±100 for the full control effect
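Inhibition of cAMP made by TSHR-expressing cells under TSH stimulation (4nM final, EC80; 2 h, 37 deg C) is quantified with a one-step lysis HTRF kit, anti-cAMP cryptate versus cAMP-d2.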
Coupling enz – qHTS Assay for Inhibitors of Fructose-1,6-bisphosphate Aldolase from Giardia Lamblia: Coupling assay counterscreen. coupling enzyme system counterscreen, AmpLite Red fluorescence. AID 2472, 2010. 290,000 compounds, 0.67% hits. activity change, negative = inhibition, % at 58.2 µM, hits read low; in the data active = activity change below about -30%; note: % is set by controls: 0 for no effect and ±100 for the full control effect
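Fluorescence at 525 nm excitation and 598 nm emission measured inhibition of the coupled detection system without aldolase. Compounds (at 57.5 uM final) were preincubated 10 min at room temperature with coupling enzyme reagent before a 20 min substrate/AmpLite Red step.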
CXXC DNA block – qHTS Fluorescence Polarization Assay for Inhibitors of MLL CXXC domain - DNA interaction; Histone-lysine N-methyltransferase 2A (Homo sapiens), Q03164; MLL-CXXC / FITC-HOXA9 DNA fluorescence polarization; Potency, µM (highest dose often 115 µM), for the others: at the highest dose activity change, negative = inhibition, hits mostly inhibitors; 290,000 compounds, 0.037% hits; AID 2662, 2010; active = well fitted inhibition curve with a large enough effect in the polarisation, with a control signal flat, not every such curve was filed as active; inconclusive = small, poorly fitted or top-dose-only effect, or effect the other way, or a change in a side signal; inactive = no such curve, though single readings can be large or run the other way; the % refers to the polarisation; note: potency is the fitted concentration of half-maximal effect
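Purified MLL-CXXC (added from a 7 uM solution) was preincubated 5 min at ambient with pinned compounds in 50 mM Tris-HCl pH 7.5, 50 mM NaCl, 1 mM DTT, 0.05% BSA. Fluorescein-labeled HOX-A9 DNA (50 nM solution) followed, 30 min, then polarization read.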
Giardia kill – Small Molecules that selectively kill Giardia lamblia: qHTS; Giardia lamblia trophozoite viability; activity change, % at 7.66 µM, hits read low; 340,000 compounds, 0.15% hits; in the data active = activity change below about -80%; inconclusive = between about -30% and that limit;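 note: parasites exposed to compound for two days anaerobically before the ATP read; % is set by controls: 0 for no effect and ±100 for the full control effect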
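Each well holds 100 Giardia trophozoites and compound. After two days (48 hrs) at 37 deg C in anaerobic conditions, ATP is quantified by luminescence.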
KCNH2 WT inh – qHTS for Inhibitors of KCHN2 3.1: Wildtype qHTS; activity change, % at 1.84 µM; AID 720551, 2013; 340,000 compounds, 0.37% hits; U2OS, BacMam KCNH2, thallium flux FluxOr; stronger effect = lower value;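 active = maximum activity change below -70%; inconclusive = maximum activity change between -70% and -50%; inactive = maximum activity change above -50%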; note: % is set by controls: 0 for no effect and ±100 for the full control effect
Target sequence (Q12809 whole entry, looked up): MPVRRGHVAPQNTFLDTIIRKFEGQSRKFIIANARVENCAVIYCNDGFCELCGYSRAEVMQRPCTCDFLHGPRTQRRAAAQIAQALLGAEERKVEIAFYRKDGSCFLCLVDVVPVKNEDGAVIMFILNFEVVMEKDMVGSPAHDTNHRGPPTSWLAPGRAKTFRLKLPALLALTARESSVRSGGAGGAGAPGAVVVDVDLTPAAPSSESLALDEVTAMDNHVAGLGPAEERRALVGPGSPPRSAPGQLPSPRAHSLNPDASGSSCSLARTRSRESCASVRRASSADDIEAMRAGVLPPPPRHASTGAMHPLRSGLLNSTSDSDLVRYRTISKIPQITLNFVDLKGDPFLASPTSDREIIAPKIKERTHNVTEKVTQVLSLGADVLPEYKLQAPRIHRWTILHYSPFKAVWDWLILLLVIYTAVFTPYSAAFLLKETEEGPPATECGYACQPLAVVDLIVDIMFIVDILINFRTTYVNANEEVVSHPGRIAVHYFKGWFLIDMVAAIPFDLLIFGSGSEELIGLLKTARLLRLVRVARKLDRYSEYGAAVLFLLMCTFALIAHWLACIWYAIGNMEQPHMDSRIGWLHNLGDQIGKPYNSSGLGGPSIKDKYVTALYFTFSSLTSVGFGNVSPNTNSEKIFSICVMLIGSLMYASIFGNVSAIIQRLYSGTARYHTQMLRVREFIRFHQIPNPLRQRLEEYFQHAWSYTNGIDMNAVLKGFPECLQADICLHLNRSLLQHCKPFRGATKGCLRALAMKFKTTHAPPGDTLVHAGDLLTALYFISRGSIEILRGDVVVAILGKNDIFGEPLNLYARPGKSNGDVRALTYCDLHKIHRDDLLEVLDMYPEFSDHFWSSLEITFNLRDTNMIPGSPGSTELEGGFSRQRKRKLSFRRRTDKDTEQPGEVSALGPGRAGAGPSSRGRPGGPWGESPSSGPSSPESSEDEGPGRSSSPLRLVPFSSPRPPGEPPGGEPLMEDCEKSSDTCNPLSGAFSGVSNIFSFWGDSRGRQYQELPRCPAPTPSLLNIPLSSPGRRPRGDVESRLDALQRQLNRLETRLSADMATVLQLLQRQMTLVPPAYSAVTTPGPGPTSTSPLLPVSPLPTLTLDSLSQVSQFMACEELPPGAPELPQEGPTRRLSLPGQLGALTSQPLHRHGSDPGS
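U2OS cells transduced with wild-type KCNH2 virus are loaded with FluxOr dye for 45 min, and thallium flux is measured in kinetic reads before and after stimulation buffer. Rate constants are normalized to DMSO controls.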
Tb PFK block – qHTS Assay to Find Inhibitors of T. brucei phosphofructokinase; ATP-dependent 6-phosphofructokinase (Trypanosoma brucei brucei), O15648; T. brucei PFK, ADP-Glo luminescence; Potency, µM (titrated, usually from 57.5 µM), for the others: top-dose activity, negative = inhibition, most hits filed as inhibitors; 330,000 compounds, 0.17% hits; AID 485367, 2010;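 note: potency is the fitted concentration of half-maximal effect; 0% = uninhibited 1x PFK enzyme wells and -100% = no-enzyme wells; nearly all actives have a fitted effect of over 60% in size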
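In TEA buffer at pH 8.0 with 5 mM MgCl2, enzyme (1.25 nM) converted F6P (0.5 mM) and ATP (0.1 mM) for 45 min at room temperature. ADP product was read by luciferase luminescence.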
* hit, by the source's call; i = inactive; ? = inconclusive; · = no result given; [ ] = remark or other dose. Unless noted, calls come from the whole dose curve; as a rule, active = well fitted curve in the direction sought with a large enough effect; inconclusive = small, poorly fitted or top-dose-only effect, or another doubt; inactive = no such curve, though single readings can be large; an effect the other way counts as inactive or inconclusive.

Sequence of screens: Giardia kill | Coupling enz | CXXC DNA block | GALK inh | Chronic BCR inh | TSHR antag | A-T KAP1 phos | KCNH2 WT inh | TCR activator | Tb PFK block
- CCn1c(/C=C/N(C)c2ccccc2)[n+](CC)c2ccc(Cl)cc21
 : 9 | 0 | 9% | 0% | ? | -12 | -6% | -7 | · | 0%
- CC1CCCN(C(=O)c2ccc(NS(=O)(=O)c3ccc4[nH]c(=O)[nH]c4c3)cc2)C1 (configuration not stated)
 : 3 | · | · | · | -1% | 0 | -1% | -15 | -2% | 0%
- COc1cc(/C=C/C(=O)OCC(=O)Nc2ccc(S(N)(=O)=O)cc2)ccc1O
 : 8 | -2 | -10% | -2% | -9% | -7 | -6% | -19 | -4% | 4%
- O=C(NC(=S)Nn1cnnc1)c1ccccc1Cl
 : -21 | -2 | 3% | -1% | 1% | 11 | -1% | 1 | 2% | -4%
- Cc1oc(-c2ccccc2F)nc1CS(=O)(=O)CC(=O)NCCCN1CCN(C)CC1
 : -11 | 1 | -6% | 0% | 9% | 16 | -3% | -7 | -3% | 0%
- CCN(CC)C(=O)CN1C(=O)NC2(CCc3ccccc3C2)C1=O (configuration not stated)
 : 5 | -1 | 4% | 7% | ? | 3 | ? | -27 | 12% | 1%
- Cc1ccc(S(=O)(=O)n2nc(OC(=O)c3c(F)cccc3Cl)cc2N)cc1
 : 0 | -1 | 93%[activator] | -3% | ? | 2 | 1% | -14 | -1% | 0%
- Cn1c(SCC(=O)N2c3ccccc3Sc3ccc(Cl)cc32)nnc1-c1ccco1
 : 11 | -1 | -9% | 0% | -2% | -3 | 2% | 3 | 2%[46.1 µM] | -2%
- CN1CCN(CCNC(=O)Nc2ccc([N+](=O)[O-])cc2)CC1
 : 16 | 2 | 3% | -3% | ? | 1 | 5% | 1 | 4% | -6%
- CCOc1ccccc1CN1CCN(Cc2cc3ccccc3[nH]2)CC1CCO (configuration not stated)
 : -9 | 0 | 1% | -1% | ? | -3 | -4% | 4 | -3% | 8%
- COc1ccc(S(=O)(=O)N2CCCC2CNC(=O)C(=O)Nc2ccc(C)cc2)cc1 (configuration not stated)
 : 15 | · | · | · | ? | -21 | 9% | 3 | -4% | -7%
- O=C(O)c1cccc2c1-c1ccccc1/C2=N\Nc1ccccc1
 : 5 | 11 | 3% | -2% | ? | -14 | -5% | -9 | 6% | 21%
- CC(C)(C)n1ncc2c(=O)n(CC(=O)Nc3ccc4c(c3)OCCO4)cnc21
 : 2 | 2 | -4% | -1% | 0% | 8 | 1% | -4 | 2% | -4%
- CCn1c(CNC(=O)c2ccco2)nnc1SCC(=O)c1ccccc1
 : ? | 1 | -17% | 1% | -4% | -3 | 1% | 44 | 3% | -2%
- Cc1sc2cc3c(c(C(=O)c4ccccc4)[n+]2c1C)-c1cccc2cccc-3c12
 : 15 | -1 | ? | 1% | ? | -3 | -23% | -1 | 4%[46.1 µM] | 3%
- Clc1ccc(CN2CCN(/N=C/c3ccco3)CC2)cc1
 : 6 | 0 | 8% | 0% | 1% | 1 | -2% | 8 | -9% | 2%
- CCN(CC(=O)Nc1ccc(OC)cc1)C(=O)c1ccccc1Sc1ccccc1C#N
 : ? | · | · | · | 1% | 2 | -2% | -14 | -4% | -1%
- Cc1cc(C)n2nc(SCn3nnc4ccccc4c3=O)nc2n1
 : -4 | 3 | 2% | 1% | -2% | 7 | 1% | 0 | 9% | -7%
- Cc1[nH]n(C2=NCCS2)c(=O)c1N=Nc1cccc(C(F)(F)F)c1
 : ? | 6 | ? | 2% | 2% | -8 | 1% | 21 | 3% | -6%
- O=C(COc1ccccc1-c1ccccc1)N/N=C/c1ccncc1
 : 21 | 4 | -2% | -1% | -18% | -17 | 1% | -1 | -7% | 3%
- Cc1ccc(/C=C/C(O)=C2/C(=O)N(C)C3(C)CC2c2ccccc2O3)cc1 (configuration not stated)
 : -2 | -5 | -30% | 3% | ? | -16 | 8% | 4 | -4% | -7%
- CCOC(=O)C1CCN(c2nc3cc(OC)ccc3cc2C#N)CC1
 : -10 | -8 | -2% | -1% | ? | -20 | 17% | 1 | -13% | 0%
- Cc1cc(=O)oc2cc(OCC(O)CN3CCN(c4ccc(F)cc4)CC3)ccc12 (configuration not stated)
 : -9 | -2 | 4% | 0% | -4% | 1 | -8% | 14 | -9% | -1%
- COc1ccc(S(=O)(=O)CC(=O)Nc2ccccc2Cl)cc1
 : 13 | 1 | 4% | 2% | -1% | 16 | -6% | i | -1% | -6%
- S=C1NCCOCCOCCOCCNC(=S)NCCOCCOCCOCCN1
 : 1 | 0 | 2% | 0% | -15% | -4 | 1% | -19 | 2%[46.1 µM] | 3%
- CCSc1nc2sc3c(c2c(=O)n1CC)CC(C)(C)OC3
 : 3 | -3 | -1% | -2% | 1% | -3 | 5% | -4 | 6% | 7%
- Nc1c(NCCN2CCOCC2)c2ccccc2oc1=O
 : -4 | -1 | 0% | 0% | ? | -10 | 11% | -7 | -14% | 20%
- C/C(N)=C(/C#N)C(=O)CSc1nnnn1-c1ccccc1
 : 2 | 0 | 7% | -1% | ? | 0 | 0% | 3 | 2% | -9%
- COc1cnc(-c2ccccn2)nc1NC(C)C
 : 8 | -36* | 14% | 1% | 0% | 3 | -2% | 4 | 8% | -1%
- O=C(COc1ccc2c(c1)OCO2)NCc1cccs1
 : -7 | · | · | · | ? | -8 | 19% | -25 | -2% | -4%

Additional records follow.
Sequence of screens: Giardia kill | Coupling enz | CXXC DNA block | GALK inh | Chronic BCR inh | TSHR antag | A-T KAP1 phos | KCNH2 WT inh | TCR activator | Tb PFK block
- O=C(Cn1nc(C(=O)O)c2ccccc2c1=O)Nc1ccc(Br)cc1
 : 9 | 2 | 16% | 5% | -1% | 12 | -4% | -4 | 1% | -7%
- Cc1ccc(S(=O)(=O)C2(C(=O)NC3CCCC3)CC2)cc1
 : 5 | 3 | -1% | -1% | 1% | 13 | 5% | -14 | -5% | 1%
- COc1cc(-c2nc(CN3CCCN(C(=O)c4ccco4)CC3)c(C)o2)ccc1F
 : 22 | 1 | 6% | 0% | 28% | -21 | -2% | -2 | 3% | 5%
- Cc1cc(N2CCCCC2)nc(-c2ccc(Br)cc2)n1
 : 16 | 0 | 1% | 0% | ? | -10 | 16% | 16 | 0% | 5%
- CCOC(=O)c1c(NC(=O)COC(=O)c2cc(OC)c(OC)cc2[N+](=O)[O-])sc(C)c1C
 : -6 | 1 | 4% | 2% | ? | 2 | -10% | -6 | -6%[46.1 µM] | 0%
- Cc1ccc(NC(=O)c2cccc3c2C(=O)N(C2CCCCC2)C3)c(Cl)c1
 : 8 | -2 | 24% | 1% | 2% | -17 | 3% | 4 | 0% | 1%
- N#Cc1cc(Sc2ccccn2)c([N+](=O)[O-])cc1C#N
 : -18 | -22 | 24% | 5% | ? | 21 | -2% | -5 | 0% | -14%
- CC(Sc1nnc(-c2ccccc2F)n1C1CC1)C(=O)N1CCCC1 (configuration not stated)
 : 15 | · | · | · | 8% | 13 | -5% | -4 | -7% | 17%
- O=C(Nc1ccc(C(F)(F)F)cc1)C1CC(=O)N(c2ccc3c(c2)OCCO3)C1 (configuration not stated)
 : 17 | -5 | 46%[activator] | -1% | ? | 1 | 4% | -3 | -19% | 0%
- N#Cc1ccccc1OCC(=O)Nc1cccc(S(=O)(=O)N2CCCC2)c1
 : -3 | · | · | · | ? | 1 | 4% | 12 | -4% | -7%

Record cards, from the list above.
Listed for N#Cc1cc(Sc2ccccn2)c([N+](=O)[O-])cc1C#N : Giardia kill: -18; Coupling enz: -22; CXXC DNA block: 24%; GALK inh: 5%; Chronic BCR inh: ?; TSHR antag: 21; A-T KAP1 phos: -2%; KCNH2 WT inh: -5; TCR activator: 0%; Tb PFK block: -14%
Listed for Cc1ccc(S(=O)(=O)C2(C(=O)NC3CCCC3)CC2)cc1 : Giardia kill: 5; Coupling enz: 3; CXXC DNA block: -1%; GALK inh: -1%; Chronic BCR inh: 1%; TSHR antag: 13; A-T KAP1 phos: 5%; KCNH2 WT inh: -14; TCR activator: -5%; Tb PFK block: 1%
Listed for CC(Sc1nnc(-c2ccccc2F)n1C1CC1)C(=O)N1CCCC1 (configuration not stated) : Giardia kill: 15; Coupling enz: ·; CXXC DNA block: ·; GALK inh: ·; Chronic BCR inh: 8%; TSHR antag: 13; A-T KAP1 phos: -5%; KCNH2 WT inh: -4; TCR activator: -7%; Tb PFK block: 17%
